M5 ag: CHRM5 agonism in calcium assay | AID 624037 | 360,000 tested, 0.19% active | activation, % at 3 µM | P08912 | CHO-K1 hM5 cells, Fluo-8 calcium fluorescence; 0% DMSO wells, 100% maximal acetylcholine response;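 active = activation above the run's mean over test compounds plus 3 SD, cut at about 23% in these data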;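 also: signal is peak over basal fluorescence ratio across the kinetic read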
Target sequence (P08912 whole entry, looked up): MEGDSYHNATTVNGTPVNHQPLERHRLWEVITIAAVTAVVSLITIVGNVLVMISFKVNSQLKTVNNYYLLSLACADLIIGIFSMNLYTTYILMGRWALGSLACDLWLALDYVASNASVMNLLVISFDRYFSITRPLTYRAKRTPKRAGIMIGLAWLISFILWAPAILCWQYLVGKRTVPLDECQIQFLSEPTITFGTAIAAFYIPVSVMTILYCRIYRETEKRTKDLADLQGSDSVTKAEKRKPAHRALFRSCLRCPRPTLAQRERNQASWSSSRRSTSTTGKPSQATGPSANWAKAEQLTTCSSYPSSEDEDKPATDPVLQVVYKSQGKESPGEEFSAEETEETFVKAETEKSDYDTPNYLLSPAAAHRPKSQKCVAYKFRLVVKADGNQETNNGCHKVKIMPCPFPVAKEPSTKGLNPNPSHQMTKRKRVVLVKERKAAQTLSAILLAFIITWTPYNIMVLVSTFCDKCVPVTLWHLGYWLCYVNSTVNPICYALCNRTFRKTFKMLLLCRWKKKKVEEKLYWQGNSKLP
CHRM4 PAM: positive allosteric modulators of human muscarinic M4 receptor | AID 624126 | 360,000 tested, 0.4% active | activation, % at 3 µM | CHO-K1 hM4/Gqi5, Fluo-8 calcium fluorescence, ACh EC20; 0% = ACh EC20, 100% = maximal ACh | P08173;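 active = activation above its plate's cutoff, the mean activation of sample wells plus 3 SD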; also: some results filed as inactive read as strong as hits
Target sequence (P08173 whole entry, looked up): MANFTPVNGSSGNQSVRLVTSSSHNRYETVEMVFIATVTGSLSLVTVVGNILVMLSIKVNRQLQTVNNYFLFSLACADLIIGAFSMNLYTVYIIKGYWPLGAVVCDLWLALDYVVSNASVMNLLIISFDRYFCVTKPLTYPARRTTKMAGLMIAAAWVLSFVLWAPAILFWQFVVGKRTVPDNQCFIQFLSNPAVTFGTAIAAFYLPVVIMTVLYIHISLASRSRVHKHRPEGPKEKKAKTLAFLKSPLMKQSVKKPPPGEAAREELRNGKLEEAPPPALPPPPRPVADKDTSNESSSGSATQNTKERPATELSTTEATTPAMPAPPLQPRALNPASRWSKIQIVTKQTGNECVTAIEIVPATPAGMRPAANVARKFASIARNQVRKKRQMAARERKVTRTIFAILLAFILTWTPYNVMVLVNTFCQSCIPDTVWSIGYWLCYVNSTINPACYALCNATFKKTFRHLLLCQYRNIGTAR
CRFR2-BP antag: blocks CRF-induced signaling of the CRF-BP/CRF-R2 complex | HEK293 CRF-R2/CRF-BP, CRF-induced calcium fluorescence | inhibition, % at 11.8 µM | 350,000 tested, 0.59% active | AID 588475;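 active = inhibition of the ligand-induced calcium signal above about 50% at the single tested concentration, limit read from the data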
M4 ag: CHRM4 agonism in calcium assay; P08173; CHO-K1 hM4/Gqi5, Fluo-8 calcium fluorescence; vehicle 0%, full acetylcholine response 100%; activation, % at 3 µM; 360,000 tested, 0.14% active;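 active = activation above the run mean over all test wells plus 3 SD, cut at about 32% in these data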;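 also: peak over basal fluorescence ratio per well then scaled between controls; 0% = DMSO wells and 100% = acetylcholine at EC100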
CRFBP-R2 agonist: agonists of human CRF-binding protein/CRF-R2 receptor complex | activation, % at 13.2 µM | HEK293 CRF-R2/CRF-BP, calcium dye fluorescence (FLIPR); percent of saturating CRF peptide response | AID 588473 | 350,000 tested, 0.46% active;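 active = activation of at least 50%, plus an integration ratio under a set limit after plate pattern correction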;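 also: plate controls were neutral control wells without compound for no effect and CRF at EC100 for full effect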
M4 antag: antagonists of human muscarinic M4 receptor (CHRM4); CHO-hM4 cells, ACh EC80, Fluo-8 calcium fluorescence; inhibition, % at 3 µM; 360,000 tested, 0.73% active; AID 624125;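 active = inhibition above its plate's cutoff, the mean inhibition of sample wells plus 3 SD, cut at about 27% in these data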;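 also: 0% = acetylcholine EC80 with DMSO and 100% = DMSO without agonist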
IDE inh: inhibitors of human insulin-degrading enzyme in cells. P14735. HEK cells, FAbetaB cleavage, fluorescence polarization. inhibition, % at 5.59 µM. 320,000 tested, 0.41% active. AID 434962;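 active = percent inhibition above the average of all tested compounds plus 3 SD, set per screening campaign, cut at about 16% in these data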;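 also: IDE supplied by intact live HEK cells; FP after avidin binding of uncleaved biotin substrate so inhibition keeps polarization high; 0% = DMSO wells and 100% = 60 µM reference IDE inhibitor Ii1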
M5 PAM: CHRM5 positive allosteric modulation; 360,000 tested, 0.3% active; P08912; CHO-K1 hM5, Fluo-8 calcium, ACh EC20 PAM; 0% = ACh EC20, 100% = ACh EC100; activation, % at 3 µM;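 active = activation above the run cutoff, the mean activation of all test compounds plus 3 SD, cut at about 18% in these data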
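system = human M5 receptor in CHO-K1 cells | reagent = EC20 acetylcholine as agonist stimulus | compound dosing = single-point, 3 µM nominal | incubation = Fluo-8 loading 80 min at 37 °C plus 30 min room temperature | detection = Fluo-8 calcium dye fluorescence, kinetic read | benchmarks = low control EC20 acetylcholine (0%), high control EC100 acetylcholine (100%)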
M5 antag: antagonists of human muscarinic M5 receptor (CHRM5) | CHO-hM5 cells, Fluo-8 calcium fluorescence, ACh EC80 | 360,000 tested, 0.59% active | P08912 | inhibition, % at 3 µM | AID 624040;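 active = inhibition above a per-plate cutoff, the mean of that plate's test compounds plus 3 SD, cut at about 27% in these data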;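 also: 0% = acetylcholine EC80 with DMSO and 100% = DMSO without agonist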
* = called active by the depositor; · = no result given.

entry	M5 ag	CHRM4 PAM	CRFR2-BP antag	M4 ag	CRFBP-R2 agonist	M4 antag	IDE inh	M5 PAM	M5 antag	canonical_smiles
1	1	8	-4	1	-0.6	-10	-2	2	2	Cn1cc(Br)c(C(=O)Nc2ncc(Br)s2)n1
2	-3	8	108*	0	-1.1	-5	·	11	2	Cc1cc2c(=Cc3ccc(N(C)C)cc3)c3ccccc3n2[n+]1C
3	-9	-10	2	8	0.0	-3	10	-31	5	CCn1c(CSc2nc3ccccc3s2)nc2ccccc21
4	-1	9	-8	3	0.8	-8	3	-2	-1	Cc1ccc(NC(=O)N2C(=O)C3(OCCO3)c3ccccc32)cc1
5	0	-6	-7	1	-3.3	-5	1	2	-6	COc1ccc(NC(=O)CCc2nc3ccccc3[nH]2)cc1
6	5	-2	5	7	-0.6	-4	-2	-3	-11	N/C(=N\N=C\c1cccc(O)c1)c1nonc1N
7	1	4	6	4	-0.7	5	3	-3	-7	Cn1ccsc1=NC(=O)c1ccc(S(=O)(=O)C(F)F)cc1
8	4	8	4	0	-1.6	-25	-1	3	-6	C=CCn1c(SC(C)C(=O)Nc2ccc(Cl)cn2)nnc1C1CC1 (stereo unspecified)
9	-12	0	9	-1	-6.2	-7	10	4	0	Cc1noc(C)c1COC(=O)Cc1ccc(Br)cc1
10	5	-9	-7	20	1.3	8	19*	-17	19	CCCCNC(=O)N1CCN(c2ccnc3cc(Cl)ccc23)CC1
11	0	2	14	0	-1.1	5	-1	-1	3	Cc1ccccc1C(=O)N/N=C/c1ccncc1
12	3	-5	5	1	-0.3	12	-2	-2	-2	CC(C)n1nc(C(=O)Nc2cccc(S(=O)(=O)N3CCOCC3)c2)c2ccccc2c1=O
13	-4	17	3	1	-1.0	-17	1	-3	-5	CC(=O)Nc1nc(N(C)C)nc(N(C)C)n1
14	2	-5	-12	2	-0.4	5	-1	2	-2	O=C(Oc1cccc([N+](=O)[O-])c1)c1cc(-c2ccccc2)nc2ccccc12
15	-3	1	4	1	2.6	-17	5	-9	1	O=C1CCCN1C(=O)COc1cc(F)ccc1[N+](=O)[O-]
16	-1	-4	-1	0	1.5	4	-1	-4	11	COc1ccc(CCNC(=O)C2CCN(S(=O)(=O)N3CCC(C)CC3)CC2)cc1OC
17	0	3	1	1	-0.5	-1	-1	-5	4	CC(=O)Nc1ccc(OCC(O)Cn2ccnc2)cc1 (stereo unspecified)
18	-7	16	-7	0	1.3	-1	4	4	-6	CCOc1ccc(N2CC(=O)N/C2=N\c2nc(C)cc(C)n2)cc1
19	-3	9	3	0	-0.9	-10	0	1	11	Cc1ccc(S(=O)(=O)NC(=O)Nc2c(C)cccc2C)cc1
20	1	12	15	-3	-2.8	-8	-3	7	-2	COc1ccc(CCNC(=S)NC(=O)c2ccccc2)cc1OC
21	-5	5	-11	-2	0.9	2	0	-1	8	O=P(c1ccccc1)(c1ccccc1)c1cc(Br)cc(Br)c1OCCO
22	0	16	·	0	·	-10	·	1	-6	CCC(C)[C@H]1CNC(=O)C(=O)N1CCc1cccc(F)c1 (stereo partly specified)
23	-3	-2	-67	3	-2.6	-5	-2	-4	11	O=C(Nc1ccc(Cl)cc1C(=O)NCc1cccnc1)c1ccc(Cl)cc1Cl
24	-1	3	-9	0	-0.9	-5	·	0	-2	CC(C)CCNC(=O)CCc1nnc(COc2ccccc2)o1
25	1	0	-6	1	4.1	-5	3	-2	3	Nc1ncn([C@H]2C[C@H](O)[C@@H](CO)O2)c(=O)n1
26	-2	8	11	-2	-0.8	-11	3	4	4	CCCc1cc(=O)[nH]c(Nc2ccc3c(c2)OCCO3)n1
27	4	1	-8	1	0.7	-1	0	-4	7	COC(=O)Cc1ccc(NC(C)=O)cc1
28	-5	-13	-1	5	-3.4	-4	-3	-3	12	CCOC(=O)N1CCC(N(CCN(C)C)C(=S)Nc2cccc(SC)c2)CC1
29	1	13	-1	0	-2.2	3	2	3	-2	COc1ccccc1-c1c(C)nn2c(N3CCC4(CC3)OCCO4)cc(C)nc12
30	-2	7	6	1	4.4	-9	·	2	-2	CCCCN(CCCNC(=O)c1ccc2c(c1)NC(=O)CN2C)c1ccccc1
31	0	3	48	-2	-0.3	-10	8	4	-9	COc1ccc(Cl)cc1NC(=O)C(=O)N/N=C/c1cc(C)n(-c2ccc(C)cc2)c1C
32	-4	-10	-25	13	0.6	-5	7	1	3	Cc1ccc2sc(N(CCCN(C)C)C(=O)c3ccc(S(=O)(=O)N(C)C4CCCCC4)cc3)nc2c1C
33	2	3	1	5	0.1	-4	1	-5	0	Fc1ccc(C2=Nn3c(Cc4ccccc4)nnc3SC2)cc1
34	2	1	-17	1	-0.5	1	-3	3	1	Cc1ccc(NC(=O)NC(=O)N(c2ccccc2)S(C)(=O)=O)cc1
35	-3	1	-6	1	-0.6	-4	-1	1	2	CC(=O)c1ccc([N+](=O)[O-])c(CS(=O)(=O)c2ccccc2)c1
36	-2	-8	2	1	1.6	6	-10	-13	11	O=C(COC(=O)c1ccc(F)cc1)Nc1ccc(Cl)cn1
37	-10	2	-25	2	-0.2	0	13	7	-14	Cc1ccc(Cl)cc1N1CCN(C(=O)C2CCN(S(=O)(=O)c3cnc[nH]3)CC2)CC1
38	-3	6	7	1	-1.5	-3	-5	5	-1	CC(=O)N/C(=C\c1ccccc1)C(=O)OC(C)C(=O)c1ccccc1 (stereo unspecified)
39	-5	-5	-22	0	0.4	6	-5	-3	0	CCOC(=O)c1cn2nc(-c3ccc(OC)cc3)cc2nc1C1CCN(C(=O)OC(C)(C)C)CC1
40	-5	3	-9	1	1.1	-1	3	-5	20	COc1ccccc1CN1CC(C(=O)NCc2nccn2C)CCC1=O (stereo unspecified)
41	1	4	1	0	-2.0	10	6	-4	0	CCCCNC(=O)c1ccccc1C(=O)NCCCC
42	-5	6	-5	1	-0.5	-6	2	-6	18	COc1cc2ccccc2cc1C(=O)N1CCN(C(C)=O)CC1
43	0	0	12	1	-1.4	-9	0	3	4	CCOc1nc(C)cc(COC)c1C(N)=O
44	4	1	-5	-1	0.7	-10	·	6	-3	CCOC(=O)C1CCCCN1Cc1ccc(-c2ccccc2)cc1 (stereo unspecified)
45	-11	1	10	1	1.4	7	2	-1	6	Cc1nc(Cl)c(C(=O)NCc2ccccc2)c(C)c1Cl
46	1	-6	-4	1	0.3	-3	2	2	-5	O=S1(=O)CCC(n2nccc2-c2ccccc2)C1 (stereo unspecified)
47	-1	7	7	0	0.1	-9	·	1	0	CCc1cccc(NC(=O)COC(=O)CSc2ccc(C)cc2)c1
48	-2	-5	-9	2	-2.5	5	4	1	1	Cc1ccc(-n2c(SCC(=O)NCCN3C(=O)CSC3=O)nnc2-c2ccccc2)cc1C
49	3	15	13	0	1.5	-3	0	4	-3	COc1ccccc1NC(=O)c1ccc2nc(-c3ccccc3)c(-c3ccccc3)nc2c1
50	0	7	3	1	-1.4	-8	2	0	2	O=C(CCC(=O)NC1CCCCC1)NCc1ccc(F)cc1

Complete entries as entered above.
C=CCn1c(SC(C)C(=O)Nc2ccc(Cl)cn2)nnc1C1CC1 (stereo unspecified) is listed with M5 ag: 4; CHRM4 PAM: 8; CRFR2-BP antag: 4; M4 ag: 0; CRFBP-R2 agonist: -1.6; M4 antag: -25; IDE inh: -1; M5 PAM: 3; M5 antag: -6
Cn1cc(Br)c(C(=O)Nc2ncc(Br)s2)n1 is listed with M5 ag: 1; CHRM4 PAM: 8; CRFR2-BP antag: -4; M4 ag: 1; CRFBP-R2 agonist: -0.6; M4 antag: -10; IDE inh: -2; M5 PAM: 2; M5 antag: 2

Following part.
entry	M5 ag	CHRM4 PAM	CRFR2-BP antag	M4 ag	CRFBP-R2 agonist	M4 antag	IDE inh	M5 PAM	M5 antag	canonical_smiles
51	-4	9	-65	-2	-0.2	-18	3	-5	-5	CCCCCn1c(N2CCC(Cc3ccccc3)CC2)nc2c1c(=O)[nH]c(=O)n2C
52	2	0	-6	7	1.4	-4	0	-2	3	Cc1ccc(C(=O)N2CCC3(CC2)Oc2ccc(F)cc2C(=O)C32CC(c3cccnc3)=NO2)s1 (stereo unspecified)
53	-8	-2	-1	1	-1.1	-2	-1	-2	-2	COc1cccc(CN2CCN(CC(=O)Nc3ccccc3Cl)CC2)c1
54	2	-1	-22	1	-0.1	-9	-4	3	-4	CN1C(=S)N(c2ccccc2)C(=O)/C1=C/c1cccs1
55	0	-12	0	0	-0.4	-10	·	-1	-4	Cc1cccc(C(=O)N2[C@@H](C(C)C)COc3cc(Br)ccc3S2(=O)=O)c1
56	-5	5	-24	2	-2.5	-9	2	-6	7	Cc1ccc(-n2cc(CN(C)Cc3nccn3C)c(-c3cccc(C)c3)n2)cc1
57	-6	-12	-17	9	16	11	0	-7	6	CCC(C)c1ccc(C(C)NC(=S)NCc2ccc(F)cc2)cc1 (stereo unspecified)
58	-1	0	-26	2	-0.9	-3	-1	-2	2	CC(=O)Nc1ncc(Cc2cccc(Cl)c2Cl)s1
59	2	-13	-7	0	-1.6	7	-4	5	9	NC(=O)COc1ccc(C23CC4CC(CC(C4)C2)C3)cc1
60	1	-3	-12	0	-1.0	0	·	-2	-2	C[C@H](CO)N1C[C@H](C)[C@H](CN(C)S(C)(=O)=O)OCc2cnnn2CCCC1=O
61	-11	-9	-12	4	0.0	2	·	-38	29*	CN(C)Cc1cc(C(C)(C)c2ccccc2)ccc1O
62	3	7	-15	3	-1.1	-6	-1	4	2	Cc1ccc(C)c(N(CC(=O)NC2CCCC2)C(=O)c2cc3cc4cccc(C)c4nc3s2)c1
63	2	-2	-10	0	-1.1	4	-1	15	-6	Cc1nnc(SC(C)C#N)n1-c1ccccc1 (stereo unspecified)
64	5	-1	-28	16	0.0	2	·	-7	6	O=C(CNc1cccc(S(=O)(=O)N2CCCCC2)c1)Nc1ccc(C(F)(F)F)cc1
65	5	-6	-1	1	8.7	-7	·	0	1	C=CCOc1c(Br)cc(/C=C2\SC(=Nc3ccccc3)NC2=O)cc1OC

Compound activity (PubChem BioAssay)
